Growth percent in the NCI-60 one-dose screen (48 h, 10 µM unless noted): 100 = growth as untreated, 0 = no growth, -100 = all killed.
MCF7: MCF7 breast cancer | AID 1794796 | actives 6.3% (n = 82,000); active = growth percent below 10
* hit, by the source's call; & = joins results of further samples; [ ] = remark or other dose. This is a subset (hit frequency here may not be typical).

SMILES	MCF7
CC(C)=CCCC(C)(OC1OC(CO)C(O)C(O)C1O)C1CCC2(C)C1C(O)CC1C3(C)CCC(O)C(C)(C)C3C(OC3OC(CO)C(O)C(O)C3OC3OC(C)C(O)C(O)C3O)CC12C (stereo not given) (tested in a mixture with another compound)	83&82[75 µM]

Compound activity as filed in PubChem BioAssay.
